mIAP inh: blocks mouse intestinal alkaline phosphatase | inhibition, % at 10 µM | purified mouse IAP, CDP-Star luminescence, 30 min | 330,000 compounds, 0.2% hits;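 active means inhibition of at least 40% at 10 µM in the primary screen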;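 further: plate controls were DMSO with enzyme for no effect and no enzyme wells for full effect; values of inactives mirror those of a sister screen read the other way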
SENP1 FRET inh: SENP1 (human) catalytic domain inhibition; recombinant SENP1 catalytic domain, CyPet-SUMO1-YPet FRET cleavage; inhibition, % at 10 µM; 360,000 compounds, 0.21% hits;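 active means inhibition at least 30% at 10 µM, raw YFP signal under a set limit, fluorescence ratio 0.5 to 1.5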;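 further: 0% = enzyme with DMSO and 100% = no enzyme wells; some results filed as inactive read as strong as hits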
Target sequence (Q9P0U3 419-644 limits assumed): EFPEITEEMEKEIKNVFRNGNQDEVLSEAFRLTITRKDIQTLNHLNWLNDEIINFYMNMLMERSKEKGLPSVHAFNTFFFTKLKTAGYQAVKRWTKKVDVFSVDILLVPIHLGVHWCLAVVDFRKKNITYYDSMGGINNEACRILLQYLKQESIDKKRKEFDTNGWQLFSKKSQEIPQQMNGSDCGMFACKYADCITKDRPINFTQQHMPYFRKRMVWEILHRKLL
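Test system: hSENP1 catalytic domain, recombinant; Amount: 20 pM final SENP1 enzyme; Medium: Tris pH 8 buffer plus EDTA, NaCl, BME, BSA, NP40, catalase; Schedule: 50 min enzyme reaction, room temperature, light-protected; Technique: FRET fluorescence in CFP and YFP emission channels; Controls: no-enzyme wells low, DMSO-plus-enzyme wells high control.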
hIAP act: human IAP activation. 330,000 compounds, 0.16% hits. activation factor at 10 µM. purified human IAP, CDP-Star luminescence, 30 min; active compounds read high; 1 = vehicle-only enzyme, 0 = enzyme-free background. P09923;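 active means activation factor of the enzyme at least 2-fold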; further: the source names both 10 and 20 µM as test concentration; values of inactives mirror those of a sister screen read the other way
APOBEC3A inh: blocks human APOBEC3A ssDNA deamination | P31941 | recombinant A3A, FAM/TAMRA ssDNA deamination fluorescence | inhibition, % at 20 µM | 330,000 compounds, 0.41% hits | AID 493011;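 active means at least 40% inhibition at 20 µM here, with at most 30% in a related deaminase screen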;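 further: plate controls were A3A with DMSO for no effect and wells lacking A3A enzyme for full effect; some results filed as inactive read as strong as hits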
Target sequence (P31941 whole entry, looked up): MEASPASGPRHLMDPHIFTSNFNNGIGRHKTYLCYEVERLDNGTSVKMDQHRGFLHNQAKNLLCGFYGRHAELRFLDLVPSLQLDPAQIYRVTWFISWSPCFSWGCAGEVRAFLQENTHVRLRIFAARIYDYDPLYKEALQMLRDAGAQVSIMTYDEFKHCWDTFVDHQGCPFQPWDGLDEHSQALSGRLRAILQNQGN
NALP3 yeast inh: NALP3 inhibition in yeast | Yeast reconstituted NLRP3/ASC/caspase-1, beta-gal luminescence, 24 h | 330,000 compounds, 0.39% hits | inhibition, % at 10 µM;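 active means inhibition of 50% or more; inactive means inhibition below 50%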;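 further: plate controls were induced DMSO wells for no effect and uninduced yeast grown without galactose for full effect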
mIAP act: mouse IAP activation; muIAP, CDP-Star luminescence, 30 min; active compounds read high; 1 = vehicle-only enzyme signal, 0 = enzyme-free wells; activation factor at 10 µM; 330,000 compounds, 0.24% hits; AID 2805;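 active means activation factor of at least 2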; further: the source names both 10 and 20 µM as test concentration; values of inactives mirror those of a sister screen read the other way
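Assay system: mouse IAP enzyme / Compound: DMSO-dissolved test compounds / Timing: 30 min, room temperature / Measured by: luminescence from enzymatic CDP-Star hydrolysis / Control set: DMSO-only wells, enzyme-free buffer wells as negative control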
hIAP inh: blocks human intestinal alkaline phosphatase | purified IAP, CDP-Star luminescence, 30 min | inhibition, % at 10 µM | 330,000 compounds, 0.12% hits | AID 2544;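 active means inhibition reaching a set limit with compound at 10 µM in the primary screen, cut at about 35% in these data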;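 further: plate controls were DMSO wells with enzyme for no effect and no-enzyme buffer wells for full effect; values of inactives mirror those of a sister screen read the other way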
beta cell repl: MIN6 beta-cell proliferation induction | MIN6 cells proliferation, ATPlite luminescence, 48 h; cells starved in 0.2% serum; 100% = growth in 10% serum | proliferation, % at 10 µM | 330,000 compounds, 0.29% hits;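 active means compounds whose signal lies at least 3.5 SD above the mean of all wells on their plate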;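 further: 0% = DMSO-treated cells in low-serum medium and 100% = 10% serum control; some compounds called inactive have numbers as strong as hits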
APOBEC3G inh: inhibitors of human APOBEC3G DNA deaminase; recombinant A3G, ssDNA deamination FAM/TAMRA fluorescence; Q9HC16; 330,000 compounds, 0.28% hits; inhibition, % at 20 µM;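 active means inhibition of at least 40% at 20 µM, with no more than 30% in the related APOBEC3A deaminase screen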;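 further: plate controls were DMSO wells with A3G for no effect and wells lacking A3G enzyme for full effect; some compounds called inactive have numbers as strong as hits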
Target sequence (Q9HC16 whole entry, looked up): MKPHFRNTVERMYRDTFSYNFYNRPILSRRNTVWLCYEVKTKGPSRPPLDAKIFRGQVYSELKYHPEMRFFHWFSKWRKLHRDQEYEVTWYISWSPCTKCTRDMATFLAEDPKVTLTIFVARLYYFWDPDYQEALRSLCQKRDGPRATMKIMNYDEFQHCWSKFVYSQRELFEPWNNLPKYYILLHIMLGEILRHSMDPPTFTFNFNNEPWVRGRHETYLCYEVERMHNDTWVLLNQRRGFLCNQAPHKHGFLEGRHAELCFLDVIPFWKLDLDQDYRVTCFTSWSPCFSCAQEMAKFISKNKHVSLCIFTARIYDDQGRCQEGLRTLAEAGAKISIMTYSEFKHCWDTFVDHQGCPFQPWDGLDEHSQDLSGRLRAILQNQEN
An asterisk follows results filed as active.

SMILES	mIAP inh	SENP1 FRET inh	hIAP act	APOBEC3A inh	NALP3 yeast inh	mIAP act	hIAP inh	beta cell repl	APOBEC3G inh
CCCSCCCNC(=O)Cn1cc2c(n1)CCC(C)C2 (stereo not given)	6.2	1.7	1	-6.7	-1.0	0.938	-0.5	1.4	-5.4
COc1ccc(CN(C)CC(=O)Nc2ccccc2C(F)(F)F)c(OC)c1	2.2	0.3	1.11	-1.3	7.9	0.978	-10.9	-0.6	-6.3
Cc1cccc(C)c1NC(=O)CNC(=O)c1ccc(COc2ccccc2)cc1	1.3	0.0	1.06	-4.0	9.1	0.987	-6.0	-1.9	-9.7
O=C(Nc1ccc(N2CCOCC2)cc1)C1(S(=O)(=O)c2ccccc2)CC1	-4.4	-0.1	0.901	2.0	21.2	1.04	9.9	-0.3	-3.3
O=C(Oc1cccc(NC2=NS(=O)(=O)c3ccccc32)c1)c1ccncc1	0.3	1.3	0.811	-5.1	7.9	0.997	18.9	-3.4	-17.8
COC(=O)c1ccc(C2C(C(C)=O)=C(C)Nc3ncnn32)cc1 (stereo not given)	10.6	1.7	0.862	-3.9	9.8	0.894	13.8	-1.4	-8.4
COc1ccc(C=O)cc1Cn1c(C)cc(C)c(C#N)c1=O	-15.3	2.6	1.15	-7.0	-3.0	1.15	-15.2	-2.5	-5.1
O=C(NCc1ccc2c(c1)OCO2)c1ccc(CS(=O)Cc2ccc(Cl)cc2)o1 (stereo not given)	-5.7	-1.0	1.07	-4.8	7.6	1.06	-7.5	-2.2	5.7
CC(C)Oc1cccc(C(=O)NC(=S)Nc2ccc(N3CCN(C)CC3)cc2)c1	9.9	0.1	1.02	-4.1	27.1	0.901	-1.8	-4.0	-8.9
Cc1nc2ccccc2c(=O)n1/N=C/c1ccc(OC(F)F)cc1	-2.3	2.8	1.04	-1.1	13.8	1.02	-4.2	-1.9	0.0
COc1ccc(OC)c(NC(=O)c2ccc(NC3=NC4CS(=O)(=O)CC4S3)cc2)c1 (stereo not given)	-2.3	2.7	0.765	2.1	7.8	1.02	23.5	-1.8	2.1
COc1ccc(NC2=CC(=O)CC(c3ccc(C)cc3)C2)c(OC)c1 (stereo not given)	-3.5	-123.7	1.12	-2.6	19.5	1.03	-12.2	5.5	-3.3
CCCn1c(=N)n(CC(=O)c2ccco2)c2ccccc21	9.3	-2.9	0.941	0.6	-9.5	0.907	5.9	-2.0	-3.3
c1ccc(CN(Cc2ccccc2)c2nn[nH]n2)cc1	8.5	3.0	1.08	0.5	1.8	0.915	-7.8	1.4	-6.5
CC(=O)Nc1ccc(NC(=O)C2CCCN2S(=O)(=O)c2cccc(C(F)(F)F)c2)cc1 (stereo not given)	6.3	1.8	1.01	-4.1	8.4	0.937	-1.3	4.4	-8.6
CCCc1cc(=O)oc2c3c(cc(OCC(=O)NCCN4CCOCC4)c12)OC(C)(C)CC3	7.3	2.1	0.97	-3.6	6.1	0.927	3.0	-4.6	-8.4
C=C1CCN(C(C)C(=O)O)S(=O)(=O)c2ccccc21 (stereo not given)	0.1	1.2	1.21	2.6	5.3	0.999	-20.9	-0.6	-1.0
O=C(CC12CC3CC(CC(C3)C1)C2)Nc1c(F)cccc1F	7.6	0.5	0.963	-3.0	36.7	0.924	3.7	1.6	5.2
COc1cccc(-c2coc3c(C)c4oc(=O)c(CC(=O)O)c(C)c4cc23)c1	6.4	-16.0	0.941	-1.8	15.5	0.936	5.9	1.7	-6.4
COCCN(C(=O)CSc1nc(N)cc(=O)[nH]1)c1c(N)n(Cc2ccccc2)c(=O)[nH]c1=O	-1.8	-10.5	0.839	3.2	6.9	1.02	16.1	-0.5	-9.4
COc1ccc(OC)c(NC(=O)c2ccc(NS(=O)(=O)c3c(C)noc3C)cc2)c1	4.7	1.9	0.999	-1.0	8.1	0.953	0.1	-2.4	-1.9
Cc1ccc(/C(N)=N/OC(=O)C23CC4CC(CC(C4)C2)C3)cc1	-2.2	-2.7	0.972	2.3	3.7	1.02	2.8	-4.5	-0.1
O=C(c1ccncc1)N1CCN(C(=O)c2cccs2)CC1	-6.7	0.8	0.953	-0.9	10.1	1.07	4.7	0.6	4.6
COc1cccc(NC(=S)NCc2ccco2)c1	10.3	-4.9	1.02	-0.6	-5.0	0.897	-1.6	-1.7	-2.0
O=C(Nc1cc(S(=O)(=O)N2CCOCC2)ccc1-n1cncn1)c1ccc(Cl)cc1	-5.0	3.1	1.27	-4.7	-6.7	1.05	-26.8	-0.4	-5.2
The listing continues:
SMILES	mIAP inh	SENP1 FRET inh	hIAP act	APOBEC3A inh	NALP3 yeast inh	mIAP act	hIAP inh	beta cell repl	APOBEC3G inh
Cc1noc(C(=O)Nc2sc3c(c2C#N)CCC3)c1Cl	10.6	-0.1	0.7	-4.9	21.3	0.894	30.0	1.9	-12.7
O=C(OCCOc1ccc(F)cc1)c1ccc(S(=O)(=O)N2CCCC2)cc1	0.3	1.1	1.21	1.8	8.1	0.997	-20.8	-1.5	-1.3
O=C(CCCNC(=O)/C(=C/c1ccc(F)cc1)NC(=O)c1ccccc1)OCc1ccccc1	5.8	-1.6	0.807	-1.4	1.3	0.942	19.3	-2.7	-4.2
COc1cc(-c2c(C#N)c(N)nc(SCc3ccncc3)c2C#N)cc(OC)c1OC	6.6	-0.5	0.918	-2.3	1.2	0.934	8.2	-3.2	-8.0
O=C(NCc1ccccc1)C(=O)NCC1OCCCN1S(=O)(=O)c1cccs1 (stereo not given)	-7.3	-0.1	0.854	9.4	15.7	1.07	14.6	-0.8	0.0
CCN(CC(=O)Nc1c(F)cccc1F)C(=O)C1CC(=O)N(c2ccccc2OC)C1 (stereo not given)	-8.3	0.6	1.17	-0.9	7.5	1.08	-17.3	-2.9	-6.0
COc1ccc(-c2nn(-c3ccccc3)cc2C(=O)NC2CCCCC2C)cc1 (stereo not given)	-33.0	-2.3	0.859	2.9	17.5	1.33	14.1	1.9	-9.2
CC(C)(C)OC(=O)N/N=C\c1ccc(OC(=O)c2cccs2)cc1	-2.4	3.7	0.985	-4.5	4.7	1.02	1.5	-2.5	-6.7
CN(Cc1cccc(F)c1)C(=O)c1cc(=O)[nH]c2ccccc12	-1.4	-2.7	0.954	29.2	13.2	1.01	4.6	-1.9	2.5
CC1CCCCN1CCNC(=O)CN1C(=O)COc2ccccc21 (stereo not given)	0.5	-10.1	1.17	-1.9	8.5	0.995	-16.8	-1.1	-2.5
Cc1cc(OCCn2nc(C(=O)O)c3ccccc3c2=O)ccc1C(C)C	12.1	-1.0	0.899	0.1	11.3	0.879	10.1	0.9	-5.9
CC(C)c1onc(C(=O)N2CCN(c3ccccc3)CC2)c1[N+](=O)[O-]	1.1	1.4	0.953	-2.7	-1.5	0.989	4.7	-3.4	-7.6
CCO[C@H]1OC(C(=O)NC2CC2)=C[C@@H](c2coc3ccccc3c2=O)[C@@H]1CCCO	22.5	1.3	1	-1.9	2.1	0.775	-0.4	8.1	-8.6
CC1CC(=O)c2cnc(N)nc2C1 (stereo not given)	6.4	1.0	0.898	-1.3	3.5	0.936	10.2	4.2	-3.0
COC(=O)N/N=C(\C)c1cccc(C(F)(F)F)c1	6.4	-0.2	1.14	-4.2	5.7	0.936	-14.3	2.0	-7.5
O=C(Nc1ccc(Oc2ccc(Cl)cc2)cc1)c1ncn[nH]1	6.9	1.3	0.946	-1.5	11.4	0.931	5.3	-2.6	-3.9
CC(C)CCNC(=O)CCCC1=NS(=O)(=O)c2ccccc2N1	-3.1	1.4	0.903	5.2	5.3	1.03	9.7	1.9	-2.4
COc1ccc(C2c3c(ccc4ccccc34)Oc3ncn4nc(Cc5ccccc5)nc4c32)cc1OC (stereo not given)	8.7	0.9	1.01	0.0	21.8	0.913	-0.9	0.0	-4.4
Cc1ccc(S(=O)(=O)N2CCN(C(=O)CCOc3cc(C)ccc3C)CC2)cc1	13.0	-2.0	1.17	1.2	26.1	0.87	-16.8	-3.2	2.1
C[n+]1ccn(CC(=O)c2ccc(Br)cc2)c1	6.1	2.5	1.02	-4.8	2.6	0.939	-1.7	-2.0	-3.2
CCc1cccc(NC(=O)c2cc(OC)c(OC)c(OC)c2)c1	-6.8	0.3	0.971	-1.4	0.4	1.07	2.9	-2.4	-8.5
O=c1[nH]c(/C=C/c2ccc([N+](=O)[O-])cc2)c([N+](=O)[O-])c(=O)[nH]1	10.4	2.1	1.18	-5.4	10.9	0.896	-17.9	-0.7	3.9
CC(C)NC(=O)NC(=O)COC(=O)CCCSc1nc2ccccc2s1	-0.1	0.5	1.02	2.2	19.5	1	-1.7	-2.8	6.2
O=C1CN(C(=O)c2ccc(Br)o2)C(c2ccc(F)cc2)c2cc(F)ccc2N1 (stereo not given)	-5.6	-2.9	0.994	2.4	0.6	1.06	0.6	-4.8	-4.1
CN(C(=O)c1ccc(NC(=O)Cc2ccc(NC(=O)C3CCN(C(=O)C4CCC4)CC3)cc2)cc1)C1CC1	-1.3	0.0	0.951	1.0	-0.4	1.01	4.9	-2.3	-2.2
(listing goes on)
SMILES	mIAP inh	SENP1 FRET inh	hIAP act	APOBEC3A inh	NALP3 yeast inh	mIAP act	hIAP inh	beta cell repl	APOBEC3G inh
COC(=O)c1ccc(COC(=O)CNC(=O)c2ccc(OC)cc2)cc1	2.1	0.2	1.03	0.7	21.7	0.979	-2.7	5.6	-2.0
CC(=O)c1c(C)[nH]c(C(=O)NC(C)c2ccccc2)c1C (stereo not given)	2.2	0.5	0.921	0.4	-1.8	0.978	7.9	-0.8	-2.9
Cc1noc(C)c1COc1ccccc1C(=O)NNC(=O)C(C)Oc1ccccc1F (stereo not given)	6.0	3.5	1.3	-3.1	16.8	0.94	-29.8	8.7	-13.2
Cc1nnc(CN(C)C(=O)c2cc(COc3ccc(C)c(C)c3)on2)o1	0.3	-1.3	0.818	-2.5	13.2	0.997	18.2	2.9	-6.2
Cc1cc(C)c(S(=O)(=O)NC(CC(=O)O)c2cccc([N+](=O)[O-])c2)c(C)c1 (stereo not given)	-4.1	0.6	1.05	2.7	9.7	1.04	-4.9	-3.4	-1.8
CC(O)(C#CCN1CCCCCC1)c1ccccc1 (stereo not given)	-2.2	-0.7	1.13	-2.8	16.1	1.02	-12.8	-1.5	1.9
CCOC(=O)c1ccccc1NC(=O)N1CCn2c(C)ccc2C1CC (stereo not given)	6.5	-34.3	0.939	-10.5	-9.7	0.935	6.1	-1.9	-4.5
CCN1CCN(C(=O)C2COc3ccccc3O2)CC1 (stereo not given)	0.6	-1.1	0.849	-1.2	9.4	0.994	15.1	-2.1	-4.0

One compound at a time (already shown). Order of values: mIAP inh	SENP1 FRET inh	hIAP act	APOBEC3A inh	NALP3 yeast inh	mIAP act	hIAP inh	beta cell repl	APOBEC3G inh
CCN1CCN(C(=O)C2COc3ccccc3O2)CC1 (stereo not given) across the screens: 0.6	-1.1	0.849	-1.2	9.4	0.994	15.1	-2.1	-4.0
Cc1nnc(CN(C)C(=O)c2cc(COc3ccc(C)c(C)c3)on2)o1 across the screens: 0.3	-1.3	0.818	-2.5	13.2	0.997	18.2	2.9	-6.2
CC(O)(C#CCN1CCCCCC1)c1ccccc1 (stereo not given) across the screens: -2.2	-0.7	1.13	-2.8	16.1	1.02	-12.8	-1.5	1.9
CCOC(=O)c1ccccc1NC(=O)N1CCn2c(C)ccc2C1CC (stereo not given) across the screens: 6.5	-34.3	0.939	-10.5	-9.7	0.935	6.1	-1.9	-4.5

From PubChem BioAssay

Some of the compounds tested; count on the stated rates, not on these rows.
